Bioassay records: PubChem BioAssay, several laboratories
TNAP inh hi DEA – human TNAP enzyme inhibitors, primary screen, biochemical, luminescent, high phosphate acceptor level, uHTS. Alkaline phosphatase, tissue-nonspecific isozyme (Homo sapiens), P05186. purified TNAP, CDP-star luminescence, 1 M DEA. inhibition, % at 20 µM. 200,000 tested, 0.03% active. AID 1135, 2008;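 active = over 50% inhibition of tissue-nonspecific alkaline phosphatase at 20 µM in the single-dose screen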;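 also: plate controls were DMSO wells for no effect and EDTA-quenched wells as full inhibition for full effect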
bIAP act – bovine intestinal alkaline phosphatase activators, primary screen, biochemical, bovine IAP, CDP-star luminescence | 200,000 tested, 0.17% active | activation factor at 20 µM | purified bovine IAP, 30 min; stronger effect = higher value; fold of DMSO-control signal, blank-subtracted | AID 1016, 2008;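 active = activation factor of 2 or more at 20 µM, a signal rise over negative controls twice the positive control's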
PMI act – activators of human PMI, primary screen, biochemical, fluorescence intensity, near-Km mannose 6-phosphate; Mannose-6-phosphate isomerase (Homo sapiens), P34949; purified human PMI, coupled resazurin fluorescence, 20 min; stronger effect = higher value; 1 = vehicle control, 0 substrate-free wells; activation factor at 20 µM; 190,000 tested, 0.005% active; AID 1214, 2008;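 active = activation factor of 2 or more at 20 µM, relative to plate controls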
Target sequence (P34949 whole entry, looked up): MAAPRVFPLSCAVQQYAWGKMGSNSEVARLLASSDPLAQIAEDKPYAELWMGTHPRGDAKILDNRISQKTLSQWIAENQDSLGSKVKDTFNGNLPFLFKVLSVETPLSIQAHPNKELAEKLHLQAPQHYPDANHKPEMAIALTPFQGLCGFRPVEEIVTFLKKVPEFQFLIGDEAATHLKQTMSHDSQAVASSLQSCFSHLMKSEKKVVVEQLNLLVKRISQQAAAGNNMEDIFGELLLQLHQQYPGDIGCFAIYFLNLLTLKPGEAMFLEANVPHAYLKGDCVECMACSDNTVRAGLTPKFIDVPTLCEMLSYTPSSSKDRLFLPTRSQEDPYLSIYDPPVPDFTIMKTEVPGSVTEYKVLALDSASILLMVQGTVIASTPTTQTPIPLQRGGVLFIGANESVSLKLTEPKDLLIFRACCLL
FLuc inh counter – firefly luciferase enzyme inhibitors, primary screen, artefact control for luciferase-based inhibitor screens, biochemical, luminescence, ATPLite; 10 min; inhibition, % at 10 µM; 200,000 tested, 1.5% active;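 active = inhibition above about 50% when tested at 10 µM, limit read from the data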
Target sequence (P08659 whole entry, looked up): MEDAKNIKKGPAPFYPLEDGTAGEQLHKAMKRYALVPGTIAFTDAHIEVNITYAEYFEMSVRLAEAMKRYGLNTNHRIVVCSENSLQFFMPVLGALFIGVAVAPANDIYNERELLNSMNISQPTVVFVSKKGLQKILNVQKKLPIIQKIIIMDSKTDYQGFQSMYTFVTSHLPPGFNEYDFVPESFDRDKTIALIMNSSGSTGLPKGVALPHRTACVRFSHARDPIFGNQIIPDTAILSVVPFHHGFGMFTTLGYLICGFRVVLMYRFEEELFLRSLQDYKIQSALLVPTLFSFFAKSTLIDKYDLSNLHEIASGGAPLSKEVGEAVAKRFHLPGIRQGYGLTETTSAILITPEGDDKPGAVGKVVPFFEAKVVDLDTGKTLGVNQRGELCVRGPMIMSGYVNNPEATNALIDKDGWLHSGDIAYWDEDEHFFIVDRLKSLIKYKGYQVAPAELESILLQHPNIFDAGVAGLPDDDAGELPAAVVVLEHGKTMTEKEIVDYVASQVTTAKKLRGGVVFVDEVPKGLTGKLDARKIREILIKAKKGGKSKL
TNAP act hiacc – TNAP activators at high phosphate acceptor level, primary screen, biochemical, luminescence, uHTS. 200,000 tested, under 10 active. activation factor at 20 µM. Alkaline phosphatase, tissue-nonspecific isozyme (Homo sapiens), P05186. purified TNAP, CDP-star luminescence, 1 M DEA, 30 min; stronger effect = higher value; 0 = EDTA background, 1 = DMSO-only activity;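 active = activation factor at least 2 at 20 µM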
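Test system – human TNAP · Doses – 20 µM single point · Incubation – 30 min, room temperature · Signal – luminescent substrate turnover signal · Read-out basis – activation factor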
APP 5'UTR act – activators of APP 5'UTR luciferase reporter, primary screen, SH-SY5Y cells. SH-SY5Y APP 5'UTR luciferase reporter, luminescence; zero percent = DMSO vehicle wells. activation, % at 2 µM. 190,000 tested, 1% active;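 active = activation above a set limit, based on mean plus 3 SD of controls, cut at about 140% in these data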; also: values of inactives mirror those of a sister screen read the other way
TNAP inh noacc – human TNAP enzyme inhibitors, primary screen, biochemical, luminescent, no phosphate acceptor, uHTS. Alkaline phosphatase, tissue-nonspecific isozyme (Homo sapiens), P05186. purified TNAP, CDP-star luminescence, 30 min. inhibition, % at 20 µM. 200,000 tested, 0.26% active. AID 1012, 2008;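 active = tissue-nonspecific alkaline phosphatase inhibition above about 50% at 20 µM in the single-dose screen, limit read from the data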;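 also: 0% = DMSO negative control and 100% = EDTA positive control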
FLuc stim CS – FLuc activators, initial screening, artefact control for FLuc-dependent activation tests, biochemical, ATPlite luminescence; activation factor at 10 µM; AID 1027, 2008; 200,000 tested, under 10 active; Luciferin 4-monooxygenase (Photinus pyralis), P08659; ATPlite luciferase biochemical, 10 min; 0 = ATP-free wells, 1 = DMSO control;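 active = luciferase activation factor, scaled between plate controls, of at least 2 with compound at 10 µM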
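Assay system: Luciferase/luciferin detection reagent, cell-free biochemical luciferase assay / Read-out: luciferase activation / Benchmarks: No-ATP low control, compound-free enzyme-plus-ATP high control / Medium: PBS buffer for ATP / Detection: luminescence measurement of luciferase light output / Schedule: 10 min at ambient temperature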
PMI act hi M6P – human PMI activators, high substrate, primary screen, biochemical, fluorescence intensity, near-saturating mannose 6-phosphate; 190,000 tested, 0.34% active; AID 1216, 2008; activation factor at 20 µM; coupled PMI enzyme assay, resazurin fluorescence, 20 min; stronger effect = higher value; 1 = untreated enzyme, 0 = substrate-free blank; Mannose-6-phosphate isomerase (Homo sapiens), P34949;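 active = activation factor of 2 or more at 20 µM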
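Material: human phosphomannose isomerase with PGI, G6PDH, diaphorase coupling enzymes / Reagent: Man-6-P substrate 1.0 mM / Dosing: single compound dose of 20 µM, 1% DMSO final / Incubation: enzyme reaction with compound 20 min at room temperature / Signal: resorufin fluorescence (Ex 544/Em 590 nm) from resazurin via diaphorase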
NF-kB expr up – activators of NF-kB expression in neurons, primary screen, cell-based, HTS; AID 1239, 2008; 190,000 tested, 1.6% active; human neuronal cells, NF-kB reporter expression; stronger effect = higher value; fold change at 12.5 µM; in the data active = fold change above about 3.3
* marks the source's active call; other numbers are inactive results; · = not tested or not shown.

SMILES	TNAP inh hi DEA	bIAP act	PMI act	FLuc inh counter	TNAP act hiacc	APP 5'UTR act	TNAP inh noacc	FLuc stim CS	PMI act hi M6P	NF-kB expr up
Cc1ccc(S(=O)(=O)NC(=O)Nc2nnc(C3CC3)s2)cc1	2	0.9	0.9	-2	1	15	-7	1	0.9	1.2
C=CCn1c(SCC(=O)/C(C#N)=C(\C)N)nnc1C1CCCCC1	0	1	1	-2	1	-5	8	1	1	1.1
O=C(OCC(=O)N1CCCC1)c1ccco1	-8	1	1	-7	1.1	21	0	1.1	1	1.6
O=C(O)CN(CCO)CCN(CC(=O)O)CC(=O)O	-5	0.7	1.1	-5	1	-3	-13	1	0.9	1.1
CN(C)CCSc1nnc2sc3ccccc3n12	-2	0.8	1	-7	1	-13	-10	1.1	1	1.2
CCOC(=O)CNC(=O)C1c2ccccc2C(=O)N(c2ccc(OC)cc2)C1c1ccc(OC)cc1 (configuration not stated)	-6	1.2	0.9	-2	1.1	-9	-11	1	1.1	1.1
C=CCNc1sc(C(=O)c2cccs2)c(N)c1C#N	-1	0.9	1.1	-4	1	-14	-9	1	1	1.1
CC(CC(=O)C1C(C)C=CCC1(C)C)NNC(N)=O (configuration not stated)	-2	1.3	0.9	-6	1	-8	-8	1.1	0.9	1
O=C(OC(C(=O)Nc1ccc(Cl)c(C(F)(F)F)c1)c1ccccc1)C1=COCCO1 (configuration not stated)	-6	1	0.8	-8	1.1	-15	-8	1.1	0.8	1.3
CC1(C)CNC(=O)c2sc(N3CCCCC3)nc2C1	-3	0.8	1	12	1	4	-12	0.9	1	1.4
CCOC(=O)N1CCN(Cc2ccc(F)cc2F)CC1	-3	1.1	1	-9	1	25	-4	1.1	1.1	0.92
COc1cccc(/C=N\Nc2nncc(-c3ccccc3)n2)c1	-2	1	1	2	1	1	-8	1	1.1	1.1
CN(C)c1[nH]c(=O)c(C#N)c2c1CCN2Cc1ccccc1	-4	1	0.9	-6	1	1	-7	1.1	0.9	1
CCOC(=O)C1=C(Cc2ccc(F)cc2)C(=O)c2ccccc2C1=O	2	0.8	1.2	-7	1	0	27	1.1	1.4	1.6
CCC1CC(C)(C(=O)Nc2ccc(S(N)(=O)=O)cc2)OC1=O (configuration not stated)	-9	1	1.1	-6	1.1	4	-1	1.1	1.1	1.2
CCn1nnnc1NCc1ccc(OCc2ccc(F)cc2Cl)c(OC)c1	-1	1.1	1	-2	1	35	-3	1	0.9	1
Oc1ccc(N2CCN(C(c3ccncc3)c3nnnn3C3CCCC3)CC2)cc1 (configuration not stated)	-3	0.9	0.7	-10	1	4	5	1.1	0.7	2.3
CC(=O)Nc1ccc(C(=O)N/N=C/c2ccc(F)cc2)cc1	-1	1.2	0.9	4	1	17	-8	1	0.9	1.3
O=C(CSc1nc2ccccc2s1)N1c2ccccc2Sc2ccc(Cl)cc21	-5	0.8	1	-4	1.1	-2	-13	1	1.1	1
CCC(c1nnnn1C1CCCCC1)N1CCN(C2CCCC2)CC1 (configuration not stated)	-4	1	1	-8	1	5	7	1.1	1	0.91
O=C(CCC1CCCN(C(=O)c2ccoc2)C1)NCc1ccc(F)c(F)c1 (configuration not stated)	-1	0.9	0.9	-2	1	1	0	1	0.9	1.1
CCC(=O)Nc1ccccc1C(=O)OCc1ccc(C(=O)c2ccccc2)cc1	-2	1.1	0.9	-5	1	7	-8	1.1	0.9	1.2
COC(=O)c1cn(CCOc2ccccc2F)c2ccccc12	-1	0.9	0.8	-8	1	10	-16	1.1	0.9	1.6
CCOC(=O)N1CCC(Nc2c(NCCCN3CCN(CC)CC3)c(=O)c2=O)CC1	-2	1.1	0.9	-4	1	15	-7	1	1	0.97
Cc1ccc(OC(=O)c2sc3ncn(C)c(=O)c3c2C)cc1	0	0.9	1	2	1	129	-5	1	1	3.4*

Quoted at random: five compounds from above.
SMILES	TNAP inh hi DEA	bIAP act	PMI act	FLuc inh counter	TNAP act hiacc	APP 5'UTR act	TNAP inh noacc	FLuc stim CS	PMI act hi M6P	NF-kB expr up
CN(C)c1[nH]c(=O)c(C#N)c2c1CCN2Cc1ccccc1	-4	1	0.9	-6	1	1	-7	1.1	0.9	1
O=C(CCC1CCCN(C(=O)c2ccoc2)C1)NCc1ccc(F)c(F)c1 (configuration not stated)	-1	0.9	0.9	-2	1	1	0	1	0.9	1.1
CCn1nnnc1NCc1ccc(OCc2ccc(F)cc2Cl)c(OC)c1	-1	1.1	1	-2	1	35	-3	1	0.9	1
Oc1ccc(N2CCN(C(c3ccncc3)c3nnnn3C3CCCC3)CC2)cc1 (configuration not stated)	-3	0.9	0.7	-10	1	4	5	1.1	0.7	2.3
COc1cccc(/C=N\Nc2nncc(-c3ccccc3)n2)c1	-2	1	1	2	1	1	-8	1	1.1	1.1

The results go on.
SMILES	TNAP inh hi DEA	bIAP act	PMI act	FLuc inh counter	TNAP act hiacc	APP 5'UTR act	TNAP inh noacc	FLuc stim CS	PMI act hi M6P	NF-kB expr up
COc1cc(C2(O)CCCCC2C)cc(OC)c1OC (configuration not stated)	2	0.8	1	-2	1	-2	0	1	1	1.3
OCCN1CN=C(Nc2nc3ccccc3s2)NC1	-1	1.1	0.9	-4	1	5	-2	1	0.9	1.2
Cc1cc(=O)oc(C)c1C(=O)Nc1ccc(Cl)cn1	-4	0.9	1	-7	1	-8	-11	1.1	1	0.9
NC(=S)NNC(=O)C12CC3CC(CC(C3)C1)C2	-2	1	0.9	-3	1	-9	-26	1	1	1.4
O=c1c2ccccc2c2ccccc2c(=O)n1-c1ccccc1	-5	1.2	1	-6	1.1	9	-10	1.1	1	1.4
CC(=O)C(/C=N/c1cc(-c2ccc(C)cc2)nn1-c1ccccc1)=C(\C)O	0	0.6	0.9	18	1	97	-26	0.8	1	2.1
C=CCn1c(CC(=O)Nc2cccc(OC)c2)nnc1SCC(=O)NC1CCCCC1	-5	1	1	-6	1.1	-8	-9	1.1	1	1.4
CCCS(=O)(=O)N1CCC(CCOc2ccccc2)(C(=O)OCC)CC1	-7	1.1	1	-11	1.1	-4	-8	1.1	1.1	1
Cc1nccn1CC(=O)O	-8	1	0.9	-7	1.1	·	-18	1.1	0.7	·
CCOC(=O)CSc1nc2cc(C)ccc2cc1C#N	2	1	0.9	-6	1	135	-4	1.1	0.9	7.1*
Cc1ccc(S(=O)(=O)NC(N)=NCCc2ccc(Cl)cc2)cc1	-4	1	0.9	-4	1	8	-22	1	1	0.95
Cc1ccc(C2=C(c3ccc([N+](=O)[O-])cc3)C(=O)OC2)cc1C	1	0.9	1	-5	1	-16	12	1.1	1	1
COc1ccc(Nc2ccccc2C(=O)O)cc1	-6	0.9	1.1	-5	1.1	4	-12	1	1.1	0.89
CC(=O)[C@@]1(O)CC[C@H]2[C@@H]3CCC4=CC(=O)CC[C@]4(C)[C@H]3CC[C@@]21C	-7	0.9	1	-8	1.1	16	-13	1.1	1	1.2
COc1cc(C(=O)NC(C)Cc2cccs2)cc(OC)c1OC (configuration not stated)	-4	1.1	1.1	-2	1	-23	3	1	1	1.3
O=C(Nc1nc(-c2ccccn2)cs1)c1ccc(Cl)s1	6	1.1	1.2	6	0.9	-77	-7	0.9	1.2	2
Cc1ccc(NC(=S)NNC(=O)Nc2ccccc2)cc1	-5	1.4	0.8	36	1.1	37	-128	0.6	0.9	1.7
Cc1ccc(C)c(SCC(=O)OCC(=O)c2ccco2)c1	-4	1	0.9	1	1	0	-8	1	1	1.1
CCc1cc(C(=O)Cc2nc3ccccc3[nH]2)c(O)cc1O	-6	1.4	1	-4	1.1	37	-7	1	0.9	1.3
CN(C)/C=C1\NC(=S)N(c2ccccc2)C1=O	-2	0.9	1	-3	1	3	-5	1	1	1
COc1cc2cc(CN(Cc3cccs3)C(=S)Nc3ccccc3)c(=O)[nH]c2cc1OC	-4	0.9	0.8	-4	1	-22	-4	1	0.9	0.33
Nc1ccccc1NC1=CC(=O)CC(c2ccccc2)C1 (configuration not stated)	-1	0.9	1	-7	1	22	-5	1.1	0.9	0.94
O=C(O)c1ccc(Cl)c(S(=O)(=O)N2CCCCCC2)c1	-6	1	1.1	-4	1.1	6	-14	1	1.1	1.3
CCCc1[nH]nc2c1C(c1ccc(OC)c(CSC3=NCCS3)c1)C(C#N)=C(N)O2 (configuration not stated)	2	1.2	0.9	4	1	6	-4	1	1	1.1
O=C1CC(c2cccc(F)c2)C2=C(CCCC2=O)N1 (configuration not stated)	-4	1	1	-8	1	-2	-1	1.1	0.9	1.2

NF-kB expr up, what is marked active above.
| SMILES | TNAP inh hi DEA | bIAP act | PMI act | TNAP act hiacc | APP 5'UTR act | TNAP inh noacc | FLuc stim CS | PMI act hi M6P | NF-kB expr up |
| --- | --- | --- | --- | --- | --- | --- | --- | --- | --- |
| Cc1ccc(OC(=O)c2sc3ncn(C)c(=O)c3c2C)cc1 | 0 | 0.9 | 1 | 1 | 129 | -5 | 1 | 1 | 3.4* |
| CCOC(=O)CSc1nc2cc(C)ccc2cc1C#N | 2 | 1 | 0.9 | 1 | 135 | -4 | 1.1 | 0.9 | 7.1* |

Further compounds
SMILES	TNAP inh hi DEA	bIAP act	PMI act	FLuc inh counter	TNAP act hiacc	APP 5'UTR act	TNAP inh noacc	FLuc stim CS	PMI act hi M6P	NF-kB expr up
O=C(COc1ccccc1)NC1CCN(Cc2ccccc2)CC1	-2	0.9	0.9	-7	1	16	0	1.1	0.9	0.83
COc1ccccc1OCC(=O)Nc1ccc(S(=O)(=O)NC(C)=O)cc1	-10	1	1	-10	1.1	-4	-9	1.1	0.9	0.93
COc1cc(CN2CCC(C(=O)NC3CCCC3)CC2)ccc1O	-4	1	0.9	-13	1	-8	-5	1.1	1	1.2
O=C1NN=C(c2ccc(Br)cc2)CC1c1ccc(Cl)cc1 (configuration not stated)	-5	1	0.8	-6	1.1	-1	-8	1.1	0.9	1.4
CON(C)S(=O)(=O)c1ccc2c(c1)N(Cc1ccc(C)cc1)C(=O)C1CCCN21 (configuration not stated)	-6	1.1	1.5	-8	1.1	13	-15	1.1	1.4	0.9
COc1ccc2c(C)c(C(=O)NCC(C)O)oc2c1OC (configuration not stated)	-5	1	0.9	-3	1	0	-9	1	0.8	1
CC1CCN(C(=O)C2CCN(C(=O)c3cc4sccc4n3Cc3ccc(F)cc3)CC2)CC1	-3	1.1	0.9	-3	1	2	-7	1	0.9	0.61
CC(=O)N1CCN(c2c(F)c(F)c(C(F)(F)F)c(F)c2F)CC1	-4	1.1	0.9	-2	1	-5	-5	1	1	1.2
CC12CCC(C(=O)NNc3ccc([N+](=O)[O-])cc3)(CC1=O)C2(C)C (configuration not stated)	8	1.6	1.1	1	0.9	-5	-1	1	1.1	1.2
